STAT1 act – STAT1 signaling activators, primary screen, cell-based, HTS, luciferase reporter. NIH 3T3 STAT1-luciferase reporter, IFN-gamma, luminescence; 100% = IFN-gamma alone, no compound. activation (% of control), % at 5.5 µM. actives 2.6% (n = 200,000);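 active = activation above the screen-wide mean activation plus 3 SD, cut at about 130% in these data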;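 note: raw ratio to IFN-gamma control signal so 100% means no change and 0% no light; values of inactives mirror those of a sister screen read the other way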
Efa HMGR inh – inhibitors of E. faecalis class II HMGR, primary screen, biochemical, Enterococcus faecalis; HMG-CoA reductase (Enterococcus faecalis, mvaE); purified E. faecalis HMGR, NADPH absorbance 340 nm kinetic; inhibition, % at 10 µM; actives 0.41% (n = 190,000); AID 1066, 2008;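 active = inhibition above a set limit, the median over all tested compounds plus 3 SD, cut at about 9.5% in these data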;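 note: enzyme runs in reverse so mevalonate oxidation gives rising NADPH absorbance; 0% = complete reaction with DMSO and 100% = background rate lacking mevalonate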
Redox H2O2 prof – compounds producing H2O2 with reducing agent – biochemical, NIH compound library profiling, artefact control for MLSCN library redox annotation, primary screen; activation, % at 10 µM; DTT-dependent redox cycling H2O2, phenol red/HRP absorbance; 100% = 100 µM peroxide control, 0% = buffer; actives 0.03% (n = 200,000);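 active = activation of at least 50% relative to the plate's high and low controls in the primary single-dose screen; inactive = activation below 50%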;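 note: compound incubated with DTT at 0.8 mM final as the reducing agent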
NF-kB expr up – activators of NF-kB expression in neurons, primary screen, cell-based, HTS; human neuronal cells, NF-kB reporter expression; active compounds read high; fold change at 12.5 µM; actives 1.6% (n = 190,000); AID 1239, 2008; in the data active = fold change above about 3.3
STAT1 inh – STAT1 signaling inhibitors, primary screen, cell-based, HTS, luciferase reporter; AID 920, 2007; actives 0.35% (n = 200,000); NIH 3T3 STAT1-luciferase reporter, IFN-gamma, luminescence; inhibition, % at 5.5 µM;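 active = inhibition above a set limit, the mean inhibition across all tested compounds plus 3 SD, cut at about 34% in these data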;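 note: 0% = IFN-gamma with DMSO and 100% = IFN-gamma with 300 µM nifuroxazide; values of inactives mirror those of a sister screen read the other way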
STAT3 blocker – IL-6 driven STAT3 reporter inhibitors, primary screen, U3A cells, luciferase, luminescence, MLSCN library; AID 862, 2007; inhibition, % at 5.5 µM; IL-6 STAT3-luciferase reporter; host cell line lacks STAT1; actives 0.89% (n = 190,000);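 active = inhibition above the mean inhibition across all screened compounds plus 3 SD, cut at about 44% in these data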;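 note: 0% = DMSO only wells and 100% = 100 µM nifuroxazide control wells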
STAT3 act – IL-6 driven STAT3 reporter potentiators, primary screen, U3A cells, luciferase, luminescence, MLSCN library; actives 0.91% (n = 190,000); activation (% of control), % at 5.6 µM; IL-6 STAT3-luciferase reporter; 100% = signal with IL-6 EC80 alone; AID 871, 2007;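 active = activation above the screen-wide mean of compound activation plus 3 SD, cut at about 130% in these data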;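 note: 0% = background luminescence of wells with medium and substrate only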
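Material: human U3A cells carrying STAT3-luciferase construct. Measured by: reporter luminescence signal. Timing: compound 1 h, then IL-6 6 h at 37 °C.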
TLR4 MyD88 comp – inhibitors of TLR4-MyD88 association in cells, primary screen, cell-based, HeLa CL3-4, BLA complementation, FRET ratio; HeLa CL3-4 TLR4/MyD88 BLA complementation; inhibition, % at 8.4 µM; actives 0.18% (n = 200,000); in the data active = inhibition above about 25%;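 note: 0% = vehicle and 100% = reference inhibitor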
Target sequence (O00206 whole entry, looked up): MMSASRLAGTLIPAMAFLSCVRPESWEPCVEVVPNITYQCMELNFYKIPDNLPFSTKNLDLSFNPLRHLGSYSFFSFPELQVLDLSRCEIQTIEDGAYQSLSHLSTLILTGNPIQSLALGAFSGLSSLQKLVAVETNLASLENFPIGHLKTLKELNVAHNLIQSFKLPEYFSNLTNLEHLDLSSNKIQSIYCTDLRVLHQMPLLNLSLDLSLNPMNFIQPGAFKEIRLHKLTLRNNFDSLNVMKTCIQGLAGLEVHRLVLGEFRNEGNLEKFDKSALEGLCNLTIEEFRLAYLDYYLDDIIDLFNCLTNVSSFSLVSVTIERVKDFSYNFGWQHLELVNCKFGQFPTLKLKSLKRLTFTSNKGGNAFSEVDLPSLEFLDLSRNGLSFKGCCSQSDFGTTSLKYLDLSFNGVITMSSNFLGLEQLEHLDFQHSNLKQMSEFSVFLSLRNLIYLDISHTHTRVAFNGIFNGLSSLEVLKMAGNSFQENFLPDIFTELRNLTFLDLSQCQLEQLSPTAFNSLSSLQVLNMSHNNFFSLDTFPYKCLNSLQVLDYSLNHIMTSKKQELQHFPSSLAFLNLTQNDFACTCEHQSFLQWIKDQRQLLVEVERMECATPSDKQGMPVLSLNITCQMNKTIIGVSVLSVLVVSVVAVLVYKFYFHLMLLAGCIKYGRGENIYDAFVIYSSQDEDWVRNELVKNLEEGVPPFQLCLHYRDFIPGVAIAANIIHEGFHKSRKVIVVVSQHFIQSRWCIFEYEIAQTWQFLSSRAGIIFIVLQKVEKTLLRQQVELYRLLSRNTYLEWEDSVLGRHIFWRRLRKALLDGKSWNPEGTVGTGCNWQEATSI
Target sequence (Q99836 whole entry, looked up): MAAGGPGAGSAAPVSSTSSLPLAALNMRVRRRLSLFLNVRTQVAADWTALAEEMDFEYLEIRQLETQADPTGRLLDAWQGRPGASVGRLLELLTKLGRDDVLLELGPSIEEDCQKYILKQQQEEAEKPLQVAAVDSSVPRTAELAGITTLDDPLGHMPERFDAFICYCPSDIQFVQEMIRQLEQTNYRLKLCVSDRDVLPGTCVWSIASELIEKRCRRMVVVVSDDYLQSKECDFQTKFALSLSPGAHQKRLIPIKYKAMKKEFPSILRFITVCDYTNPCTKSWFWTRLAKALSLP
APP 5'UTR act – activators of APP 5'UTR luciferase reporter, primary screen, SH-SY5Y cells | SH-SY5Y APP 5'UTR luciferase reporter, luminescence; zero percent = DMSO vehicle wells | activation, % at 2 µM | actives 1% (n = 190,000) | AID 1276, 2008;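 active = activation above a set limit, based on mean plus 3 SD of controls, cut at about 140% in these data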; note: values of inactives mirror those of a sister screen read the other way
Hsp70 act – Hsp70 transcriptional activators, primary screen, cell-based, HeLa, Hsp70 promoter luciferase, luminescence, 10 µM; actives 0.04% (n = 200,000); HeLa Hsp70 promoter luciferase reporter; scaled: vehicle 0, proteasome-inhibitor control 100%; activation, % at 10 µM; AID 1203, 2008;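 active = activation above the mean across all tested compounds plus 3 SD, cutoff set per campaign, cut at about 5.5% in these data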;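 note: 100% = MG132 at 30 µM as the positive control and 0% = DMSO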
Active calls of the source: *; / = no result given.

SMILES	STAT1 act	Efa HMGR inh	Redox H2O2 prof	NF-kB expr up	STAT1 inh	STAT3 blocker	STAT3 act	TLR4 MyD88 comp	APP 5'UTR act	Hsp70 act
O=C(O)c1cn(-c2ccccc2)nc1-c1ccc(Cl)cc1	96.4	/	-0.4	/	-2.6	3.4	100.3	1.9	2.3	-0.4
COC(=O)c1cc(NC(=O)CSC2=NCCS2)cc(C(=O)OC)c1	90.8	5.8	0.5	1.32	6.9	3.3	101.2	0.2	-0.4	0.1
Cc1c(Cl)c(C(F)(F)F)nn1CC(=O)NCc1ccco1	101.5	0.8	-1.7	1.06	-2.7	1.2	100.1	-2.9	-14.9	-0.5
O=C(CSc1nc2ccccc2s1)NNC(=S)Nc1ccc(Br)cc1	96.5	-1.4	-5.2	1.21	3.9	15.5	93.2	2.4	22.0	-0.4
O=C(CSCc1cnn(-c2ccccc2)c1-n1cccc1)NCc1ccccn1	103.0	4.0	0.1	0.76	-5.1	-3.0	104.5	3.3	-14.2	-0.4
O=C(Nc1ccc(Cl)cc1C(=O)O)c1ccc2c(c1)C(=O)N(Cc1ccco1)C2=O	104.3	0.2	-0.1	1.19	-4.7	3.0	100.6	-4.2	5.8	-0.2
COc1cc(C(=O)NCc2ccc(-n3cccc3)cc2)cc(OC)c1OC	96.1	-5.1	-0.7	1.25	3.0	6.8	97.2	-3.9	-12.6	-0.5
CNc1sc(C(=O)c2ccccc2F)c(N)c1-c1nc2ccccc2s1	92.0	-4.8	1.6	1.15	8.6	-7.0	112.4	-12.3	22.5	0.1
CCCOc1ccccc1N/C(=N/c1nc(C)cc(C)n1)NC(=O)COc1ccc(OC)cc1	94.8	-0.3	0.1	0.69	5.6	5.1	101.6	-3.9	3.3	-0.1
Cc1cccc(NC(=O)c2ccccc2NC(=O)Cc2ccccc2)c1C	100.9	-4.5	-4.1	1.18	-1.0	-0.4	106.9	3.3	-11.3	-0.2
CCSc1ccccc1C(=O)Nc1cc(C)on1	109.8	-12.8	1.1	1.37	-6.8	-10.2	111.4	-6.2	-4.3	-0.2
Fc1cnc(N2CCN(c3ccccc3)CC2)nc1N1CCN(c2ccccc2)CC1	100.7	-4.6	1.6	1.2	-0.8	13.7	91.1	1.9	-3.3	-0.7
Cc1[nH]n(-c2cccc([N+](=O)[O-])c2)c(=O)c1-c1ccccc1	105.9	-5.2	-2.1	1.2	-7.8	3.3	103.0	6.4	34.2	-0.2
CCNC(=S)N/N=C/c1c(Cl)cccc1Cl	106.0	-4.6	-0.7	1.33	-6.8	11.3	93.4	-5.4	-6.6	-0.4
COc1cc2nc(=S)n3[nH]c(CCn4nc(C)cc4C)nc3c2cc1OC	100.1	-0.9	-2.5	1.1	1.1	32.2	77.7	10.4	-15.8	-0.4
COc1ccc(C2SCCN2C(=S)Nc2ccc(Cl)cc2)cc1 (stereo not drawn)	97.8	-4.1	0.3	1.18	2.5	8.9	93.3	0.2	18.1	-0.4
CCO/C=C1\C(=O)N(c2ccccc2)C(=O)c2ccccc21	106.7	1.7	0.0	1.19	-6.6	13.0	94.2	-4.7	-18.6	-0.1
C/C(=N\NC(=O)COc1ccccc1)c1ccc(O)cc1	113.2	-6.9	0.1	1.58	-15.7	7.6	98.0	-5.0	12.9	-0.1
CSc1nsc(SCC(=O)Nc2cccc(C(C)=O)c2)n1	103.7	-0.6	2.2	1.21	-4.0	4.0	98.8	-6.9	6.0	-0.1
COc1cccc(-c2nc(Oc3cc(C)cc(C)c3)c3ccccc3n2)c1O	84.5	-6.6	0.2	1.77	16.9	-26.3	120.7	1.8	6.3	-0.5
COc1ccc(OC(C)C(=O)N2CCN(c3ccccn3)CC2)cc1 (stereo not drawn)	99.5	-7.0	0.5	1.08	0.5	7.5	96.3	-14.3	-1.6	0.0
Cc1c(NC(=O)C(C)OC(=O)c2sc3ccccc3c2Cl)c(=O)n(-c2ccccc2)n1C (stereo not drawn)	99.1	-4.8	-0.1	1.1	1.0	10.0	94.6	0.6	1.1	-0.5
CN=C1c2cc3c(Br)c(OC)ccc3n2CCN1C	97.9	-8.7	-0.1	1.58	2.2	-5.9	103.5	-10.3	2.1	-0.4
CCc1ccc(N2CC(C(=O)OCC(=O)Nc3cc(C)on3)CC2=O)cc1 (stereo not drawn)	101.1	-2.1	2.2	1.1	-1.2	10.0	96.3	10.5	-10.8	0.0
CCN(c1ccccc1)S(=O)(=O)c1ccc(Cl)c(NC(=O)CSc2n[nH]c(N)n2)c1	99.6	-0.3	0.8	1.07	0.4	-9.1	103.2	5.2	20.2	-0.1
COC(=O)N1CCN(c2ccc(C)cc2)C(C)C1 (stereo not drawn)	100.0	0.0	0.2	1.13	-1.3	14.4	94.1	4.6	22.4	0.2
COc1ccc(S(=O)(=O)Nc2ccccc2-c2nnn(CC(=O)Nc3ccccc3OC)n2)cc1	85.9	-2.7	0.0	0.63	15.9	-3.5	101.0	-11.8	8.9	-0.5
O=C(NNS(=O)(=O)c1ccc2ccccc2c1)c1cc(-c2ccccn2)nc2ccccc12	100.9	-0.2	-0.4	1.24	-1.6	1.3	100.0	-1.5	2.0	-0.4
COc1ccccc1NC(=O)c1ccccc1NS(=O)(=O)c1cccs1	100.2	0.4	-1.6	1.15	-0.6	9.3	95.6	-7.6	3.9	-0.2
Cc1cc2nc(SCC(=O)O)nc(C)c2cc1C	100.8	2.8	-2.5	1.09	-0.8	7.5	96.7	3.7	-0.7	-0.3

No new results follow: an excerpt of the list.
SMILES	STAT1 act	Efa HMGR inh	Redox H2O2 prof	NF-kB expr up	STAT1 inh	STAT3 blocker	STAT3 act	TLR4 MyD88 comp	APP 5'UTR act	Hsp70 act
O=C(NNS(=O)(=O)c1ccc2ccccc2c1)c1cc(-c2ccccn2)nc2ccccc12	100.9	-0.2	-0.4	1.24	-1.6	1.3	100.0	-1.5	2.0	-0.4
COc1ccccc1NC(=O)c1ccccc1NS(=O)(=O)c1cccs1	100.2	0.4	-1.6	1.15	-0.6	9.3	95.6	-7.6	3.9	-0.2
Cc1cc2nc(SCC(=O)O)nc(C)c2cc1C	100.8	2.8	-2.5	1.09	-0.8	7.5	96.7	3.7	-0.7	-0.3

Next compounds
SMILES	STAT1 act	Efa HMGR inh	Redox H2O2 prof	NF-kB expr up	STAT1 inh	STAT3 blocker	STAT3 act	TLR4 MyD88 comp	APP 5'UTR act	Hsp70 act
COC(=O)Nc1nnc(Cc2ccc(Cl)cc2)s1	94.8	-1.5	0.2	1.27	5.6	2.0	103.5	10.4	-15.4	-0.1
CCOC(=O)c1ccc(S(=O)(=O)N2CCN(C(=O)c3nn(C)c(=O)c4ccccc34)CC2)cc1	100.2	-4.8	-0.9	1.07	-2.1	12.5	97.9	-13.2	-0.8	-0.2
NCC/C=C1/c2ccccc2CSc2ccccc21	73.0	-3.4	-0.5	0.99	17.9	14.4	90.5	10.2	-1.4	-0.3
O=[N+]([O-])c1cc(Cl)cc(/C=N/Nc2nc3ccccc3s2)c1O	113.4	2.6	0.9	1.01	-16.8	-28.7	128.0	9.3	22.4	0.1
CC1CCCN(c2ccc(N)cc2C(N)=O)C1 (stereo not drawn)	95.7	-3.3	-1.8	1.1	4.2	0.9	104.3	9.4	19.3	-0.2
CCOc1ccc(CCNC(=O)c2[nH]c(C)c(C(C)=O)c2C)cc1OCC	96.0	-3.1	0.1	1.4	2.8	-8.8	108.8	-6.5	10.6	-0.1
CCOC(=O)N1CCC(NC(=O)c2cccc3c2C(=O)N(c2ccc(OC)cc2)C3)CC1	90.2	2.3	-1.2	0.41	10.8	8.1	100.4	-2.1	14.3	-0.2
CCn1c(CNC(=O)COc2ccc(C(C)C)cc2)nnc1SCC(=O)Nc1ccccc1	100.2	-1.6	0.0	0.81	-0.2	1.2	105.7	8.1	-38.8	-0.4
O=C(C(c1ccccc1)c1ccccc1)N1CCN(Cc2ccncc2)CC1	97.1	0.9	1.9	1.01	3.2	0.9	101.7	-11.3	17.1	0.4
CCSc1cc(N2CCCC2)nc(-c2ccccc2)n1	100.2	-9.7	-16.6	1.15	-0.2	10.8	97.0	1.7	-4.5	-0.3
O=C1CCCc2c1cc(C(=O)NCc1ccco1)c(=O)n2-c1ccccc1	96.8	0.3	1.9	1.16	3.5	6.0	96.5	15.4	-4.9	-0.1
CCN1CCN(CC(O)COc2cccc(OC)c2)CC1 (stereo not drawn)	103.5	0.2	3.0	1.05	-3.9	4.6	100.6	1.8	1.7	-0.3
Cc1ccc(Nc2c(-c3ccccc3)nc3cnccn23)cc1	109.1	-0.3	-1.1	1.09	-9.9	-6.6	106.8	0.0	-3.2	0.0
Cc1cc(C(=O)Nc2ccon2)cs1	103.5	-2.9	0.6	1.34	-1.4	3.5	99.6	6.2	-11.4	0.3
COc1cccc(-c2nnc(NC(=O)C(C)C)o2)c1	102.5	-9.0	-1.3	1.18	-2.8	14.1	95.2	5.3	-0.8	0.2
CC(/C=N/NC(=O)NC1CCCCC1)=C\c1ccccc1	121.3	-6.7	-2.7	1.11	-24.5	19.7	88.5	-9.4	17.9	0.2
Cc1ccc2c(c1)N(CC(=O)OC(CC(C)C)C(=O)NC1CCCC1)C(=O)CO2 (stereo not drawn)	96.0	-2.9	-1.4	0.82	4.9	21.2	87.0	-0.3	-9.2	-0.3
Cc1ccc(NC(=O)CSc2ncn[nH]2)cc1	106.8	-2.1	0.0	1.15	-7.7	7.2	100.3	-17.5	3.8	-0.4
O=C(Nc1ccn(-c2ccccc2)n1)c1ccccc1Br	123.9	-5.4	0.2	2.47	-26.3	-3.2	102.3	-0.3	35.1	-0.3
c1ccc(-c2nc3nonc3c3nc4ccccc4n23)cc1	108.7	-0.5	-2.4	1.4	-8.0	18.7	89.4	13.2	-1.8	0.2
COc1cc2ccccc2cc1C(=O)OCC(=O)NC1CCS(=O)(=O)C1 (stereo not drawn)	100.4	1.4	-0.1	1.06	1.2	-0.3	104.6	16.0	-7.8	0.0
CC(C)(C)NC(=O)c1cccc(NC(=O)CSc2ccccc2)c1	91.2	-1.0	1.4	0.92	9.8	4.6	104.9	6.7	5.3	-0.2
O=c1oc2ccccc2cc1-c1nc(-c2ccccc2)no1	144.6*	3.2	-3.9	4.12*	-48.5	41.3	66.3	-2.7	75.8	-0.1
N/C(=N\OC(=O)c1ccco1)c1cccc([N+](=O)[O-])c1	128.4	2.2	-0.5	1.41	-32.6	21.7	84.8	-17.8	38.2	0.0
CC(C)(C)NC(=O)/C(=C\c1ccco1)NC(=O)c1cccs1	100.3	10.6*	-0.3	1.17	-0.4	1.3	97.1	-9.8	13.4	-0.5
Cc1cccc(C(=O)NNC(=O)c2cc3cc4ccccc4nc3s2)c1	94.2	-6.3	-5.7	1.03	6.5	15.9	88.6	-4.0	7.5	0.0
COc1cc(C(=O)N/N=C(\C)Cc2ccccc2)cc(OC)c1OC	104.3	0.7	0.1	2.59	-4.9	-55.8	143.4*	2.3	-94.3	0.2

Source: PubChem
